CCT modulator: changes cytosolic chaperonin activity; purified chaperonin ATPase assay, HTRF ADP detection, 30 min; activity change, % (no concentration beside the values), hits read low; actives 0.3% (n = 360,000); AID 651819; in the data active = activity change below about -30%; note: % is set by controls: 0 for no effect and ±100 for the full control effect
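Nucleotide hydrolysis assay: TRiC at 20–40 nM final (set by batch activity) with 10 uM ATP, 30 min at 37 °C, in presence of 76 uM compound. Detection by competitive ADP HTRF, 30 min ambient.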
EPAC2 antagonist: antagonists of human EPAC2; EPAC2 GEF exchange of Rap1B-BODIPY-GDP, fluorescence; AID 720708; Potency, µM (top dose mostly 114 µM), without a hit: at the top dose activity, negative = inhibition, most hits filed as inhibitors; actives 0.18% (n = 360,000); note: potency is the fitted concentration of half-maximal effect; % is set by controls: 0 for no effect and ±100 for the full control effect; nearly all actives have a fitted effect of over 45% in size; many of its hits are not listed in these tables
Mm-Cpn inhibitor: blocks the Methanococcus maripaludis chaperonin Mm-Cpn | purified Mm-Cpn ATPase, ADP Transcreener TR-FRET | Potency, µM (top dose mostly 76.9 µM), for the others: top-dose activity, negative = inhibition, actives largely listed as inhibitors | actives 0.031% (n = 330,000) | AID 504842; note: potency is the fitted concentration of half-maximal effect; % is set by controls: 0 for no effect and ±100 for the full control effect; nearly all actives have a fitted effect of over 80% in size
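ATP (10 uM final) was added to archaeal chaperonin (25 nM final) after 10 min exposure to test compound at 37°C; after 30 min further incubation, ADP was detected by competitive TR-FRET.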
DRD3 agonist: activates the human D3 dopamine receptor. P35462. D3R DiscoveRx beta-arrestin cells, luminescence, 90 min. max activation, %. actives 0.58% (n = 410,000); in the data active = max activation above about 30%; note: 0% is about no effect; mostly tested at two doses, the higher about 12 µM
Target sequence (P35462 whole entry, looked up): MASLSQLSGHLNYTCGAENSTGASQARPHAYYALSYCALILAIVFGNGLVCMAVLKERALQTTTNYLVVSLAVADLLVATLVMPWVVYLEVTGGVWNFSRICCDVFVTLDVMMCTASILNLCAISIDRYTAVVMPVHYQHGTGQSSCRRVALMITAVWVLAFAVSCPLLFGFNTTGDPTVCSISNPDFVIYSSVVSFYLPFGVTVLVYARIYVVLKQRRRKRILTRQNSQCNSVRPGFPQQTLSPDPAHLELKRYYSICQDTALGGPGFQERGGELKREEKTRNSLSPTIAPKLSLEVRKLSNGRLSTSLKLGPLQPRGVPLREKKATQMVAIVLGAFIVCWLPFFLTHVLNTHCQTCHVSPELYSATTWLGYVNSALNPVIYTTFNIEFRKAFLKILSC
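Agonist mode: compounds and dopamine controls were applied to plated cells for 90 min at 37 degrees C after an overnight attachment at 1500 cells/well. Luminescent read-out followed 30 - 60 minutes at room temperature with DiscoveRx detection reagent.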
EPAC2 agonist: activates human EPAC2 exchange factor. Q8WZA2. EPAC2 activation, biochemical qHTS; response scale: 100% = 6.5 mM cAMP response. Potency, µM (titrated, usually from 154 µM), inactives show top-dose activation, hits mostly activators. actives 0.079% (n = 360,000); note: potency is the fitted concentration of half-maximal effect; nearly all actives have a fitted effect of over 50% in size
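EPAC2 (100 nM) mixed with Rap1B loaded with BODIPY-GDP (250 nM) plus 50 uM unlabeled GDP; compounds pinned in, 5 min RT, then read every 5 min for 30 min (ex 480, em 540 nm). Normalized to cAMP control.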
PTHR1 agonist: activates the human parathyroid hormone receptor PTHR1; Q03431; Potency, µM (titrated, usually from 115 µM), without a hit: at the top dose activation, hits mostly activators; HEK293 GP2 PTHR1 cells, GloSensor cAMP luminescence, 1 h; actives 0.075% (n = 410,000); AID 743266; note: potency is the fitted concentration of half-maximal effect; nearly all actives have a fitted effect of over 55% in size; some results filed as inactive show a strong effect at the top dose; inactives centre near -15; many of its hits are not listed in these tables
Target sequence (Q03431 whole entry, looked up): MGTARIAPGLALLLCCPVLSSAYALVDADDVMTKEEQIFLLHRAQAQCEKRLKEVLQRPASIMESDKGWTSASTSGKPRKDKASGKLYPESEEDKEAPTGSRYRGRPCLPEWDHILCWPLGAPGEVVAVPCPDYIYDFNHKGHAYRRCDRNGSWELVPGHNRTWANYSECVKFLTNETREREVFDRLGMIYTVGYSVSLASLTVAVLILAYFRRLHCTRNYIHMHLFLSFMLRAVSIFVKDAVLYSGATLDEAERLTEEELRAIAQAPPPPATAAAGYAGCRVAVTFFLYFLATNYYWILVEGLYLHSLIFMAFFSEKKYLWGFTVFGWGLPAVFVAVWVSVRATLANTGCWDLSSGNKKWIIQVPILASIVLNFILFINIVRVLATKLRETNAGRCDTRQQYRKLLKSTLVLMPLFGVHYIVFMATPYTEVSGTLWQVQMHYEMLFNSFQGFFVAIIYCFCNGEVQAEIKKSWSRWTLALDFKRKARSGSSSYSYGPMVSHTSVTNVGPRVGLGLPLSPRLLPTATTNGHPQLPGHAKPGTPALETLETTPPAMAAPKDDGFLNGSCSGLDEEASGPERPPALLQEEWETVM
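HEK-293-derived GP2 cells expressing PTHR1 and a GloSensor cAMP reporter, 3,000/well, plated overnight, given luciferin plus IBMX (each 0.5 mM as added) for 1 h at 37 °C, then compound for 1 h at 37 °C. Luminescence was read after 15 min at room temperature.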
Akt phos inh: Akt phosphorylation inhibition | Neuro2A IGF-stimulated pAkt S473 HTRF, 20 min; active compounds read low | activity change, % for hits at 50 µM | actives 0.32% (n = 360,000); in the data active = activity change below about -80%; inconclusive = mostly about -51% to -80%; note: % is set by controls: 0 for no effect and ±100 for the full control effect
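Neuro2A cells (4,500/well, DMEM with 0.5% FBS) were treated with compound at a single 50 µM final concentration, stimulated with 6 nM IGF for 20 min at 37 °C, and lysed. Phospho-Akt Ser473 was read by HTRF as 665/615 ratio ×10^4.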
D3 antag: blocks the human D3 dopamine receptor | D3R cells, DiscoveRx beta-arrestin luminescence, antagonist mode; active compounds read low | P35462 | actives 2.5% (n = 360,000) | max response, negative = inhibition, %; in the data active = max response below about -50%; inconclusive = no clear call, values can overlap the other calls; note: % is set by controls: 0 for no effect and ±100 for the full control effect; mostly tested at two doses, the higher about 12 µM
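Cells plated overnight at 1500 cells/well, then exposed to library compounds with dopamine controls for 90 minutes at 37 degrees C. DiscoveRx reagent added for 30–60 minutes at room temperature; luminescence read, quantitative HTS format.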
Numbers without * were called inactive; i = inactive; ? = inconclusive; . = not tested or not shown; & = joins results of further samples; [ ] = another dose, or the depositor's remark. Unless noted, calls come from the whole dose curve; as a rule, active = well fitted curve in the direction sought with a large enough effect; inconclusive = small, poorly fitted or top-dose-only effect, or another doubt; inactive = no such curve, though single readings can be large; an effect the other way counts as inactive or inconclusive.

structure,EPAC2 antagonist,Akt phos inh,EPAC2 agonist,DRD3 agonist,PTHR1 agonist,Mm-Cpn inhibitor,D3 antag,CCT modulator
O=C(Nc1cc(S(=O)(=O)N2CCCCC2)ccc1Cl)c1ccc(F)cc1,4%,i,1%,2,i,-1%,2,-13
NC(=O)CCSC(=S)N1CCOCC1,7%,i,4%,0,-8%,-3%,-12,1.1
Cc1ccc(-c2nc3c(=O)n(C)c4ccccc4c3o2)cc1,3%,i,4%,-2,-14%,-6%,-28,-2.8
CCOC(=O)/C=C1\CN(CCC(C)C)S(=O)(=O)c2ccccc21,-20%,i,6%,6,i,-2%,0,2.8
CC(NC(=O)CN1C(=O)NC2(CCc3ccccc32)C1=O)c1ccc2c(c1)OCCO2 (centres undefined),7%,i,12%,10,i,3%,6,-3.3
CCNC(=O)CN(Cc1ccccc1)S(=O)(=O)c1ccccc1,0%,i,9%,7,-8%[57.5 µM],-1%,7,-2.3
Cc1cc(C)cc(N(CC(=O)NCCSc2ccccn2)S(=O)(=O)c2ccccc2)c1,-11%,i,11%,-9,i,2%,-21,-0.8
CCn1c(CNC(=O)c2cccs2)nnc1SCC(=O)Nc1cc(Cl)ccc1C,-9%,i,4%,-34,-43%[inhibitor],-2%,-6,-2.7
Cc1cccc(C)c1NC(=O)C(=O)NCC1CCCN1S(=O)(=O)c1cccs1 (centres undefined),3%,i,-1%,-2,-19%,-2%,-15,-2.4
Cc1ccc(NC(=O)N2CCC(c3nc4c(nnn4Cc4cccc(Cl)c4)c(=O)[nH]3)CC2)cc1,-3%,i,1%,-1,18%[57.5 µM],2%,-7,-5.1
O=C(COc1ccccc1Cl)Nc1ccccc1C(=O)NC1CC1,2%,i,-5%,1,i,0%,5,-7.1
COc1ccc(-c2nc3ccccc3n(CC(C)C)c2=O)cc1,-4%,i,20%,-9,-15%,.,-23,.
CC(O)CNc1nc2ccccc2n1CC(=O)N1CCN(Cc2ccccc2)CC1 (centres undefined),3%,i,-2%,9,i,1%,9,0.2
Cc1ccnc(NS(=O)(=O)c2cc(-c3cc(C)no3)ccc2C(C)C)c1,6%,i,5%,0,14%,-1%,-4,-2.3
Cc1ccc(C2(C)NC(=O)N(CC(=O)Nc3cc(S(=O)(=O)N4CCCCC4)ccc3OC(C)C)C2=O)cc1 (centres undefined),2%,i,0%,11,-10%,-1%,-10,-3.3
O=C(CNc1ccc(F)cc1F)NC(=O)NCc1ccco1,-4%,i,3%,-10,i,-5%,-19,-0.8
Cc1nn(C(C)C(=O)Nc2sc3c(c2C#N)CCCC3)c(C)c1[N+](=O)[O-] (centres undefined),8%,i,-2%,0,2%[57.5 µM],0%,-13,-0.4
CCCCCCCCCCC[N+](C)(C)CC/C=C1/c2ccccc2Sc2ccc(Cl)cc21,-18%,i,7%,-3,i,-1%,-124*,-2.7
CC1(C)C=C2[C@H]3CC[C@@H]4[C@@]5(C)CCC(=O)C(C)(C)[C@@H]5CC[C@@]4(C)[C@]3(C)CC[C@@]2(C(=O)O)CC1,-12%,i,-2%,0,-47%[inhibitor],3%,9,-4.9
COc1cc2[nH]c(=O)n(CCC(=O)N3CCN(c4cccc(C)c4C)CC3)c(=O)c2cc1OC,-14%,i,-17%,-3,-12%[57.5 µM],0%,-5,1.0
O=C(CC(=O)Nc1ccccn1)Nc1ccccn1,-1%,i,9%,-2,i,1%,19,-2.0
COc1ccc(/C=N/NC(=O)c2ccncc2)cc1[N+](=O)[O-],0%,i,14%,0,i,2%,-12,-1.6
COc1ccc(C(=O)COC(=O)/C=C/c2ccc(S(=O)(=O)Nc3cccc(S(N)(=O)=O)c3)cc2)cc1,-2%,i,16%,2,-93%[inhibitor],0%,-5,-0.2
Cc1nc(=O)c(-c2ccccc2)c(C)n1-c1ccc(S(N)(=O)=O)cc1,-1%,i,13%,1,-23%[57.5 µM],3%,2,-1.9
O=c1cc(CSc2nc3cc(Cl)ccc3o2)nc2sccn12,14%,i,-6%,10,-12%[57.5 µM],0%,21,2.2
Cc1cc(C)c(C)c(S(=O)(=O)NCc2cccnc2)c1C,4%,i,-1%,2,-29%,1%,?,0.0
CN(CCc1ccccc1)C(=O)c1ccc(NC(=O)Cc2ccc(NC(=O)C3CCCN(C(=O)CCc4ccccc4)C3)cc2)cc1 (centres undefined),4%,i,2%,-14,-51%[inhibitor],.,3,-0.3
COc1cc(CN(C)Cc2cc(=O)oc3cc(C)c(Cl)cc23)ccc1OC(F)F,-17%,i,0%,20,-20%,-1%,15,-0.4
Cc1cnc(C(=O)OCC(=O)Nc2ccc(Oc3ccccc3)cc2)cn1,27%[57.1 µM],i,?,6,-8%[57.5 µM],0%,55,1.1
CC(CNC(=O)c1ccco1)NC(=O)c1ccco1 (centres undefined),1%,i,7%,2,i,2%,-13,-0.8
C#CCNC(=O)C1=C[C@H](c2coc3ccccc3c2=O)[C@@H](CCCO)[C@H](OCC)O1,11%,i,6%,-11,-20%,.,-6,1.4
O=C(CN1CCCC1)Nc1c2c(cc3c1CCC3)CCC2,-2%,i,11%,-7,2%,1%,4,-1.6
CCCCNC(=O)CSc1nnc(Cc2ccccc2)n1CC,4%,i,1%,-5,i,-2%,-29,0.2
Cc1cc(C)nc(/N=C2\NC(=O)CC3C(=O)NCCN23)n1 (centres undefined),7%,i,0%,6,i,-7%,23,1.1
O=C1CCCC2=C1C(c1ccccc1O)C1=C(CCCC1=O)O2,9%,.,-83%[inhibitor][15.6 µM],1,-7%[57.5 µM],1%,0,0.4
NC(=O)c1cccc(C(N)=O)n1,3%,i,10%,5,i,-1%,2,-2.4
O=C(CNC(=O)c1cc2c(s1)CCC2)Nc1ccccc1Br,1%[57.1 µM],i,-12%,-4,-8%[57.5 µM],1%,?,1.0
Cc1cc(C=O)c(C)n1-c1ccc(N2CCCC2)c([N+](=O)[O-])c1,-24%[57.1 µM],i,23%,-14,-5%[57.5 µM],1%,-5,-1.5
CC(=O)Oc1ccc(/C(C)=N\N2CCN(Cc3ccc(Cl)cc3)CC2)cc1,4%,i,24%,-11,-36%[inhibitor],-7%,-16,-1.7
COC(CNC(=O)CCc1c(C)nc2c(-c3ccc(F)cc3)c(C)nn2c1C)OC,3%,i,14%,-6,i,0%,-2,-1.1
NNC(=O)c1ccc2nc(-c3ccc(Br)cc3)cn2c1,0%,i,0%,4,-8%,-3%,1,-13
COc1ccc(C(=O)NCC(=O)NCC(=O)OCc2ccc(Br)cc2)cc1,6%,i,-2%,-10,i,?,-6,0.0
N#CCCCn1c(=O)oc2ccccc21,-10%,i,15%,-2,17%,-2%,-19,0.2
COCCCNC(=O)CN1C(=O)COc2ccc(S(=O)(=O)N3CCCCCC3)cc21,0%,.,3%,1&1,-57%,-4%,6,1.2
CC(C)(C)N(Cc1ccccc1)C(=O)c1ccc(Cl)cc1[N+](=O)[O-],-28%,i,9%,-4,-12%,-10%,-16,-3.1
CN(C)C(=O)N1CCC(C(=O)NCc2ccc3c(c2)OCO3)CC1,2%,i,9%,1,i,0%,16,0.2
COC(=O)c1c(NC(=O)CN2CCC3(O)CCCCC3C2c2ccc(F)cc2)sc(C)c1C (centres undefined),-1%,i,3%,4,i,-12%,1,-0.8
COc1ccc(NC(=O)CSc2nnc(COc3ccccc3)n2Cc2ccco2)cc1OC,-4%,i,9%,8,-29%,2%,-16,-1.7

Entries of single compounds as entered above. Order of screens: EPAC2 antagonist | Akt phos inh | EPAC2 agonist | DRD3 agonist | PTHR1 agonist | Mm-Cpn inhibitor | D3 antag | CCT modulator
Cc1ccc(-c2nc3c(=O)n(C)c4ccccc4c3o2)cc1 is entered as 3% | i | 4% | -2 | -14% | -6% | -28 | -2.8
COC(CNC(=O)CCc1c(C)nc2c(-c3ccc(F)cc3)c(C)nn2c1C)OC is entered as 3% | i | 14% | -6 | i | 0% | -2 | -1.1

Additional entries
structure,EPAC2 antagonist,Akt phos inh,EPAC2 agonist,DRD3 agonist,PTHR1 agonist,Mm-Cpn inhibitor,D3 antag,CCT modulator
Cc1ccc(NC(=O)CSc2ccc(Br)cc2)cc1S(=O)(=O)N1CCOCC1,-7%,i,11%,-8,-28%,1%,0,-0.8
CS(=O)(=O)N1N=C(c2ccco2)CC1c1ccc(Cl)cc1Cl (centres undefined),10µM*,i,6%,0,0%,0%,5,0.0
O=C(C1CCCCC1)N1CCC2CC1c1cc(-c3ccc4c(c3)OCO4)ccc12 (centres undefined),9%,i,10%,-13,-21%,.,-23,-0.8
Cc1ccc(OCc2nnc(SCC(=O)c3cccs3)n2-c2ccccc2)cc1C,-7%,i,7%,0,-1%[57.5 µM],2%,-53*,-7.5
O=C(NC(Cc1ccccc1)C(=O)N1CCCC(C(F)(F)F)C1)c1ccccc1 (centres undefined),-1%,i,-2%,7,-9%,1%,7,-2.1
Nc1cccc(-c2cc(-c3ccccc3)nc(-c3cccc(N)c3)n2)c1,-1%,i,11%,2,-19%,-1%,11,0.2
COc1cc(NS(=O)(=O)N2CCCC2)cc(OC)c1OC,-6%,i,8%,-10,i,2%,4,-0.4
Cc1ccc(-n2nnnc2C(Cl)c2nnnn2-c2ccc(C)cc2)cc1,-22%,i,-5%,7,-55%[inhibitor],?,14,0.9
C[C@@H]1CN([C@H](C)CO)C(=O)c2cc(-c3ccccc3)cnc2O[C@@H]1CN(C)C(=O)C1CCOCC1,3%,i,11%,-7,-9%,.,8,-1.8
O=C1NC(c2ccccc2)CCC1(Cl)Cl (centres undefined),10%,i,8%,5,-7%,0%,0,-1.0
O=C(Nc1ccc(Cl)cc1Cl)c1cccc(N2C(=O)C=CC2=O)c1,-6%,i,13%,-6,i,1%,-85*,-3.0
O=S1(=O)N[C@H](Cc2ccccc2)COc2cc(N3CCSCC3)ccc21,-3%,i,24%,2,-47%[inhibitor],.,-10,1.3

Quoted from the listing.
In CCT modulator, O=S1(=O)N[C@H](Cc2ccccc2)COc2cc(N3CCSCC3)ccc21 is listed with 1.3
In CCT modulator, C[C@@H]1CN([C@H](C)CO)C(=O)c2cc(-c3ccccc3)cnc2O[C@@H]1CN(C)C(=O)C1CCOCC1 is listed with -1.8
In DRD3 agonist, Cc1ccc(OCc2nnc(SCC(=O)c3cccs3)n2-c2ccccc2)cc1C is listed with 0

Some of the compounds tested; the hit share may differ from the screen's.
